HSF1 activator = HSF-1 activators, primary screen, NIH3T3-HGL cells, MG132 stress, luminescence, single point; activation, % at 9 µM; 1.7% of 300,000 active; NIH3T3-HGL HSF-1 luciferase reporter, 8 h; 100% = twice DMSO control signal;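 active means mean replicate activation of at least 50% with a set share of replicates each reaching 50%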;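 further: 0% = median of the neutral control wells and 100% = twice that signal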
GSK3A inh = blockers of GSK3A enzyme activity – biochemical, luminescence, cell-free homogeneous, HTS, primary screen; 0.1% of 320,000 active; GSK-3 alpha kinase, ADP-Glo luminescence, 60 min; inhibition, % at 10 µM;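 in the data active means inhibition above about 50%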;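 further: GST-tagged GSK-3 alpha with peptide substrate and 25 µM ATP; 0% = DMSO neutral wells and 100% = GW8510 positive control wells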
Target sequence (P49840 whole entry, looked up): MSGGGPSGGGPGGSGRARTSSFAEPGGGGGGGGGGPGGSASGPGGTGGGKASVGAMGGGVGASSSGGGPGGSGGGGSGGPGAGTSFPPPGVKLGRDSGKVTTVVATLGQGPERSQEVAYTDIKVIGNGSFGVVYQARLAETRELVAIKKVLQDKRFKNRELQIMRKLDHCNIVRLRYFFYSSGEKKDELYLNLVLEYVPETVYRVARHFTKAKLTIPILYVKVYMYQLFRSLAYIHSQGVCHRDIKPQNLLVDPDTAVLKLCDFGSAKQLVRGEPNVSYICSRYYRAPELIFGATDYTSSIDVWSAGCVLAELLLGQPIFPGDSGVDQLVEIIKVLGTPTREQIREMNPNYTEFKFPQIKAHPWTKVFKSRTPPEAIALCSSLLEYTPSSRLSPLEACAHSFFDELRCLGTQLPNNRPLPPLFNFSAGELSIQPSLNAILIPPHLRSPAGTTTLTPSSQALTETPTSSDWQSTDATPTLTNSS
IEC-6 tox = cytotoxicity in IEC-6 intestinal epithelial cells, primary screen, cytotoxicity control for KLF5 inhibitor project, cell-based, luminescence; IEC-6 cytotoxicity, luminescence viability; inhibition, % at 5 µM; 0.78% of 290,000 active; in the data active means inhibition above about 22%;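 further: 0% = plate median of test compound wells and 100% = cytotoxic reference compound wells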
HSF1 inh = HSF1 inhibitors in luciferase reporter cells, primary screen, cell-based, NIH3T3, luminescence; NIH3T3-HGL HSE-luciferase, MG132-induced, luminescence 8 h; active compounds read low; activity change, negative = inhibition, % at 7.5 µM (by protocol); 0.77% of 300,000 active;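 active means more than half of replicate wells show activity change below -50%, luminescence cut by over half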;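 further: luciferase reports HSF-1 transcriptional activity via heat shock element; 0% = median of DMSO wells and -100% = zero luminescence signal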
KLF5 inhibitor = KLF5 expression inhibitors, primary screen, DLD-1 cells, luminescence | DLD-1 KLF5 promoter-luciferase reporter | 0.23% of 290,000 active | inhibition, % at 5 µM | AID 1700, 2009;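 active means inhibition above a per-plate limit of that plate's mean compound inhibition plus 3 SD, cut at about 60% in these data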;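 further: 0% = DMSO wells and 100% = LY294002 at 200 µM; higher means less KLF5 promoter-driven luciferase light; inactives centre near -14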
aSyn UTR inh = MLPCN primary screen, SNCA 5' untranslated region. inhibition, % (tested at 7.5 µM). 0.82% of 300,000 active. alpha-synuclein 5'UTR reporter, inhibitor activity; in the data active means inhibition above about 60%;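 further: H4 neuroglioblastoma cells stably carrying SNCA 5'UTR luciferase fusion; 0% = DMSO wells and 100% = positive control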
Platelet DG rel = inhibitors of platelet dense granule secretion, primary screen, cell-based, MLPCN, human platelets | 0.22% of 300,000 active | AID 1663, 2009 | inhibition, %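 (compounds screened at 7.5 µM in platelet-rich plasma)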 | human platelet-rich plasma, SFLLRN dense granule ATP release, luminescence;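 active means mean replicate score, as percent of positive control, at or above 50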
HSP90 refold inh = HSP90 inhibitors, primary screen, cell lysate, luminescence. Heat shock protein HSP 90 (rabbit reticulocyte lysate; luciferase refolding). Rabbit reticulocyte lysate, luciferase refolding luminescence, 3 h. inhibition, % at 5.6 µM. 0.91% of 290,000 active;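 active means inhibition above the screen-wide mean plus 3 SD, computed separately per campaign, cut at about 16% in these data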;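 further: 0% = DMSO wells and 100% = 60 µM geldanamycin wells; inhibitors lower the luminescence because luciferase stays unfolded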
GSK3B inh = human GSK3beta kinase inhibitors, primary screen, biochemical, cell-free homogeneous, HTS. AID 2097, 2009. 0.038% of 300,000 active. activity score (negative = inhibition), % at 10 µM. Glycogen synthase kinase-3 beta (Homo sapiens), P49841. GST-GSK3beta kinase, ADP-Glo luminescence, 60 min; active compounds read low;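 active means more than half of replicate wells score below -50%, meaning over 50% inhibition versus plate controls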;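 further: 0% = median DMSO wells and -100% = median GW8510 positive control wells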
Target sequence (P49841 whole entry, looked up): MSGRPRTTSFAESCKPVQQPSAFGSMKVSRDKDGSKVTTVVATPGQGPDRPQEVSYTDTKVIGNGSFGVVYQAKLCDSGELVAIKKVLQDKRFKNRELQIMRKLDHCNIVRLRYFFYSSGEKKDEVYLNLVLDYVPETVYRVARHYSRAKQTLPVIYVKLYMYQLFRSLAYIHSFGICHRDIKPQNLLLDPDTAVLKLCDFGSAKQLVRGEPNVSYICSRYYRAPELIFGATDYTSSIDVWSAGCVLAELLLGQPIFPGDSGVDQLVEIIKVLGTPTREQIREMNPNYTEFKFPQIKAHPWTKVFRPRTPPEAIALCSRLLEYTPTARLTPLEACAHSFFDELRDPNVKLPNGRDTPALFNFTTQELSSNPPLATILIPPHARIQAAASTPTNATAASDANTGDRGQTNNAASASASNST
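test system = GST-tagged human GSK3beta kinase, cell-free | reagent = 25 µM ATP with peptide substrate | dosing = one dose of 10 µM per compound | schedule = 60 min reaction, RT | detection = luminescent ADP-Glo measurement of ADP formed | control set = DMSO neutral wells and GW8510 at 20 µM as positive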
Dyrk1A ADPGlo = rat Dyrk1A kinase inhibitors, primary screen, biochemical, single point, plate reader; inhibition, % at 12.5 µM; ADP-Glo luminescence, NFATc1 peptide; 0.43% of 310,000 active; Dual specificity tyrosine-phosphorylation-regulated kinase 1A (Rattus norvegicus), Q63470; in the data active means inhibition above about 50%;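 further: plate controls were vehicle with enzyme for no effect and no enzyme for full effect; many of its hits are not listed in these tables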
Numbers without * were called inactive; . = no result given. These rows are one share of the data; count on the stated rates, not on these rows.

SMILES	HSF1 activator	GSK3A inh	IEC-6 tox	HSF1 inh	KLF5 inhibitor	aSyn UTR inh	Platelet DG rel	HSP90 refold inh	GSK3B inh	Dyrk1A ADPGlo
COc1ccc(N(CC(=O)Nc2cccc(C(C)=O)c2)S(C)(=O)=O)cc1OC	-6	0	1	-1	-32	19	-1	0	-3	7
CC(=O)Oc1ccc2occ(C(=O)c3ccccc3)c2c1	63*	13	.	28	.	-134	4	.	0	.
CC(=O)N1CCN(c2ccccc2NC(=O)c2ccc(-c3cccc([N+](=O)[O-])c3)o2)CC1	-7	25	-6	-2	-12	28	-3	-4	0	2
Cc1noc(C)c1CSCC(=O)N(C)CC(=O)Nc1ccccc1Br	5	1	.	-3	.	5	-7	.	7	3
CCN(CC)CCOc1ccc2nc(N(C)C)sc2c1	1	1	-6	8	-33	-19	-2	3	2	-3
O=C1c2ccccc2C(Nc2ccccc2)N1c1cccnc1 (centres undefined)	7	-2	-3	1	7	-13	0	-4	0	0
CC(C)Cn1c(-c2ccccc2)nc2ccccc2c1=O	1	0	0	-3	-1	-2	.	5	-4	-4
C#Cc1ccc([C@@H]2C=C(C(=O)O)O[C@H](OCC)[C@H]2CCCO)cc1	-6	2	.	7	.	26	-3	.	-3	-1
CN1CCN(CC(O)COC(c2ccccc2)c2ccccc2)CC1 (centres undefined)	-8	-1	-1	-14	-26	-12	15	2	0	-3
O=C(NC1CCCCC1)C1CCN(C(=O)c2ccc(Cl)cc2)CC1	7	13	3	-5	-23	2	-5	2	5	2
CCC1SC(=NC(=O)c2ccc(Cl)c(Cl)c2)NC1=O (centres undefined)	-5	0	4	0	-36	-76	-8	7	3	-2
CSc1oc(-c2ccco2)nc1S(=O)(=O)c1ccc(C)cc1	8	-1	-8	0	-20	13	-15	8	0	-2
CCN1CCN(S(=O)(=O)c2cc3c(cc2Cl)NC(=O)CO3)CC1	-17	0	-10	-6	-31	-16	0	-3	1	5
CC1CC1C(=O)OCC(=O)NC(=O)NC12CC3CC(CC(C3)C1)C2 (centres undefined)	20	0	3	1	-35	-118	2	7	4	1
COc1ccccc1NC(=O)CCSCCC(=O)Nc1ccccc1OC	-13	-3	0	-2	3	-29	3	0	2	-4

A second format for 4 compounds above:
| Structure | HSF1 activator | GSK3A inh | IEC-6 tox | HSF1 inh | KLF5 inhibitor | aSyn UTR inh | Platelet DG rel | HSP90 refold inh | GSK3B inh | Dyrk1A ADPGlo |
| --- | --- | --- | --- | --- | --- | --- | --- | --- | --- | --- |
| COc1ccc(N(CC(=O)Nc2cccc(C(C)=O)c2)S(C)(=O)=O)cc1OC | -6 | 0 | 1 | -1 | -32 | 19 | -1 | 0 | -3 | 7 |
| CC(=O)Oc1ccc2occ(C(=O)c3ccccc3)c2c1 | 63* | 13 | . | 28 | . | -134 | 4 | . | 0 | . |
| CC(=O)N1CCN(c2ccccc2NC(=O)c2ccc(-c3cccc([N+](=O)[O-])c3)o2)CC1 | -7 | 25 | -6 | -2 | -12 | 28 | -3 | -4 | 0 | 2 |
| Cc1noc(C)c1CSCC(=O)N(C)CC(=O)Nc1ccccc1Br | 5 | 1 | . | -3 | . | 5 | -7 | . | 7 | 3 |

Taken from above for reference:
SMILES	HSF1 activator	GSK3A inh	IEC-6 tox	HSF1 inh	KLF5 inhibitor	aSyn UTR inh	Platelet DG rel	HSP90 refold inh	GSK3B inh	Dyrk1A ADPGlo
CCC1SC(=NC(=O)c2ccc(Cl)c(Cl)c2)NC1=O (centres undefined)	-5	0	4	0	-36	-76	-8	7	3	-2
CSc1oc(-c2ccco2)nc1S(=O)(=O)c1ccc(C)cc1	8	-1	-8	0	-20	13	-15	8	0	-2
CCN1CCN(S(=O)(=O)c2cc3c(cc2Cl)NC(=O)CO3)CC1	-17	0	-10	-6	-31	-16	0	-3	1	5
CC1CC1C(=O)OCC(=O)NC(=O)NC12CC3CC(CC(C3)C1)C2 (centres undefined)	20	0	3	1	-35	-118	2	7	4	1
COc1ccccc1NC(=O)CCSCCC(=O)Nc1ccccc1OC	-13	-3	0	-2	3	-29	3	0	2	-4

More compounds
SMILES	HSF1 activator	GSK3A inh	IEC-6 tox	HSF1 inh	KLF5 inhibitor	aSyn UTR inh	Platelet DG rel	HSP90 refold inh	GSK3B inh	Dyrk1A ADPGlo
CCc1ccc(/C=C2/C(=O)NC(=O)N2C(C)=O)cc1	14	3	1	-6	-54	-34	-4	-1	-23	5
CCOC(=O)C(C(=O)c1ccccc1)C1CC(C)NC(=S)N1 (centres undefined)	3	6	9	0	-11	22	-8	0	4	-3
COc1ccc(CC(=O)Nc2c3c(nn2-c2ccccc2C)CS(=O)C3)cc1 (centres undefined)	-3	-2	6	-8	0	19	3	3	3	-3
O=C(N/N=C\C1CC=CCC1)c1ccc(Br)o1 (centres undefined)	0	-1	5	1	-14	3	-10	3	-1	-3
CCS(=O)(=O)N1CCN(C(C)CCc2ccccc2)CC1 (centres undefined)	-1	-2	2	-8	-31	-9	2	2	2	-1
CC(Sc1ccc(Cl)cc1)C(=O)Nc1ccc2c(c1)OCO2 (centres undefined)	-1	-3	2	3	-56	1	0	3	1	20
O=C(NCc1ccccc1F)C12CC3CC(CC(C3)C1)C2	3	0	.	11	.	2	-2	.	-7	.
CN(C)S(=O)(=O)c1cccc(NC(=S)NC(=O)C2CCCCC2)c1	-1	-1	3	1	-19	9	12	0	4	-8
COc1ccc(S(=O)(=O)Nc2ccc(F)cc2)cc1N(C)S(=O)(=O)c1ccc(Cl)cc1	-8	1	-2	-14	-2	-10	9	2	2	0
CN(C)c1ccc(N2CN=C3SCC(=O)N3C2)cc1	10	.	-10	-6	-2	-14	-6	-1	1	-1
Cc1cc(C)c(C#N)c(N2CCCC2)n1	-8	-3	-2	-4	-7	-1	-5	0	1	-1
C=CCNC(N)=S	-7	-4	-4	-6	-34	13	-2	-7	-3	-8
Cc1nn(-c2nnc(NCc3ccccc3)nn2)c(C)c1Br	31	-1	4	7	-50	-85	19	2	-2	4
CCOc1ccc(NC(=O)Cn2cc(C(=O)C3CC3)c3ccccc32)cc1	9	1	-1	2	-14	21	-5	1	-2	0
O=C(Nc1ccc2oc(-c3ccc4ccccc4c3)nc2c1)c1ccc2c(c1)OCCO2	25	-2	0	14	-15	-113	5	2	-3	-3
COC(=O)C(CC(=O)c1ccc(Br)cc1)n1nc(C)cc1C (centres undefined)	4	1	2	1	18	1	-6	-3	0	-8
CC(C)(C)NC(=O)NC(=O)COc1ccccn1	-7	2	-2	-7	-17	-14	4	0	3	4
CCOC(=O)C1=C(C)N(CC(C)C)C(=O)/C1=C\c1cccs1	13	-1	6	0	-32	4	4	-3	1	.
CCOC(=O)c1cc(=O)c2ccc(OCC(=O)Nc3ccc(F)cc3)cc2o1	10	-2	-2	-9	-62	0	2	1	-1	-3
COc1cc(C(C)=O)ccc1OCC(=O)NCC1(N2CCCCC2)CCCCC1	17	-3	-3	-2	-21	-9	2	-4	3	-1
CCCc1c(C)c2ccc(OCC(C)=O)cc2oc1=O	40	0	2	16	-111	-143	8	-2	3	9
COCC(C)n1c(SCC(=O)NNC(=O)c2ccccc2)nc2ccccc2c1=O (centres undefined)	-6	-2	1	-5	-2	1	6	-1	3	2
CN(CCOc1ccc(Br)cc1)CC(=O)Nc1cccc(S(=O)(=O)NC2=NCCC2)c1	8	-2	6	10	-35	5	-6	-2	1	2
CCn1c(SCC(=O)NCCOc2ccccc2)nc2ccccc2c1=O	-15	1	2	3	7	11	-31	2	-3	6
CCc1nnc(NC(=O)CSc2nnnn2-c2cccc(C(C)=O)c2)s1	-11	0	-8	-4	-35	-3	-8	-1	2	8
Cc1ccc(S(=O)(=O)CCN2CCN(c3ccccn3)CC2)cc1	26	-1	-10	7	-35	5	10	-2	0	.
Cc1nn(-c2ccccc2)c(N)c1Sc1cccc([N+](=O)[O-])c1	7	7	-3	3	-3	20	-1	-3	-5	-18
COc1cc(OC)nc(-n2ncc(Br)c(Br)c2=O)n1	.	-2	56*	.	-20	.	.	-2	.	-9
C/C(=N\NC(=O)COc1ccc(C(C)(C)C)cc1)c1ccc2c(c1)OCCO2	5	-1	-2	3	-4	0	34	2	2	-9
COc1ccc(-c2csc(N(CCCN(C)C)C(=O)c3ccc(C)cc3)n2)cc1	-1	-3	3	-6	-34	-14	9	-1	-3	11
COc1ccc(CCNC(=O)C/C(C)=N/NC(=O)Cc2cccc3ccccc23)cc1OC	-1	0	-1	-5	-43	-16	8	-1	-3	.
COC(=O)c1ccc(-n2nnnc2SCC(=O)N2CCCCC2)cc1	1	.	5	1	-9	-1	11	4	2	1
COCCCNC(=O)COc1ccc(Cl)c(C)c1	20	0	-13	-1	-8	-6	8	-1	-6	-2
O=C(COC(=O)c1cc([N+](=O)[O-])ccc1NCc1ccccc1)NCc1ccccc1Cl	39	-2	-2	27	-2	4	-7	3	3	4

High-throughput results (PubChem BioAssay)
